FEN1 inh: inhibitors of human flap endonuclease 1. P39748. Recombinant FEN1 flap cleavage, fluorescence, 15 min. Potency, µM (top dose mostly 114 µM), for inactives: top-dose activity change, negative = inhibition, hits mostly inhibitors. hit rate 0.35% among 390,000. AID 588795; note: nearly all actives have a fitted effect of over 65% in size
Target sequence (P39748 whole entry, looked up): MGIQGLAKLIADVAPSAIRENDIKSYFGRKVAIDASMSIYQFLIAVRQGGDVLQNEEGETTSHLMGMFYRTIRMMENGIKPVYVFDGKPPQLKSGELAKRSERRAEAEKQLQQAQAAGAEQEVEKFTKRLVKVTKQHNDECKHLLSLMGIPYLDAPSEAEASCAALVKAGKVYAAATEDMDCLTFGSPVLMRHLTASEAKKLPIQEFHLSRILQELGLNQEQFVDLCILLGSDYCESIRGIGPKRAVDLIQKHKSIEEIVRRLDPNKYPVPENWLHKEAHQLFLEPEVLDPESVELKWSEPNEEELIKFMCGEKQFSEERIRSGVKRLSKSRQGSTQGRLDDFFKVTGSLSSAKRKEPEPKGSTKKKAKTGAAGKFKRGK
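Nuclease activity of 10 nM FEN1 was measured after 15 min of room-temperature exposure to titrated compounds, by adding 50 nM flap substrate and reading plates at 0 and 15 min.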
TDP1 block: TDP1 (human) enzyme inhibition; Q9NUW8; recombinant TDP1, AlphaScreen DNA substrate cleavage; Potency, µM (series often up to 130 µM), for inactives: at the highest dose activity change, negative = inhibition, actives largely listed as inhibitors; hit rate 0.28% among 350,000; AID 485290; note: nearly all actives have a fitted effect of over 40% in size
Target sequence (Q9NUW8 whole entry, looked up): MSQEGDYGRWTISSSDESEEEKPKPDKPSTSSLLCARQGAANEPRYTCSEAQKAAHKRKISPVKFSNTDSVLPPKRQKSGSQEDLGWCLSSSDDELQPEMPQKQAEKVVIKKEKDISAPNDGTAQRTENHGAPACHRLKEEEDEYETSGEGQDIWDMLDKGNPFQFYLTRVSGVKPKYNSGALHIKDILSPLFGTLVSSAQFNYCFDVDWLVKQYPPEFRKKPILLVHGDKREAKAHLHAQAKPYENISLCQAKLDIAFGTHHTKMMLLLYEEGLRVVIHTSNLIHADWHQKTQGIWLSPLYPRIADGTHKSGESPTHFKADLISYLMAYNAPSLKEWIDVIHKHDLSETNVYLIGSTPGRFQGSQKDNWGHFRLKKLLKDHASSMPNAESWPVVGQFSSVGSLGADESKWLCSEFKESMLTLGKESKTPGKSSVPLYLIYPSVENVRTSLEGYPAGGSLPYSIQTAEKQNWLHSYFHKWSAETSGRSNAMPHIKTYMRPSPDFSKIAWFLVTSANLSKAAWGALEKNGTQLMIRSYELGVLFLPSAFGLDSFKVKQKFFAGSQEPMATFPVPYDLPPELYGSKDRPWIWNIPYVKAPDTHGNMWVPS
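Tdp1 1 nM final; 15 min RT w/ cpd; substrate 15 nM, 5 min; beads 10 ug/ml, 10 min; AlphaScreen read. Neg ctrl: no enzyme.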
N370S GC: inhibitors or activators of N370S glucocerebrosidase for Gaucher disease. hit rate 0.092% among 330,000. N370S GC spleen homogenate, 4MU-glucoside fluorescence. P04062. Potency, µM (series often up to 59.4 µM), for the others: top-dose activity change, negative = inhibition, actives largely listed as inhibitors;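 note: 0% = full enzyme activity and -100% = no enzyme basal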
The depositor's hits bear a star; ? = inconclusive; / = no result given; [ ] = dose if it differs, or a comment. Calls come from the whole dose curve; as a rule, active = well fitted curve in the direction sought with a large enough effect; inconclusive = small, poorly fitted or top-dose-only effect, or another doubt; inactive = no such curve, though single readings can be large; an effect the other way counts as inactive or inconclusive. Unless noted, % is set by controls: 0 for no effect and ±100 for the full control effect; potency is the fitted concentration of half-maximal effect.

FEN1 inh	TDP1 block	N370S GC	canonical_smiles
-10%	5%	3%	C=C1C(C(=O)Nc2ccccc2)C1C(=O)Nc1ccccc1 (configuration not stated)
-2%	-7%	15%	CCOC(=O)N1CCC(NC(=O)CCC(=O)N2CCOc3ccc(C)cc32)CC1
-11%	9%	7%	O=C(c1ccc(F)cc1)N1CCN(c2cc(N3CCCCC3)c(F)cc2[N+](=O)[O-])CC1
5%	7%	-13%	CCN1C(=O)C(CC(=O)Nc2ccc(F)cc2)N(CCCN2CCN(c3ccc(F)cc3)CC2)C1=S (configuration not stated)
10%	8%	-1%	O=C(Oc1c(-c2ccco2)oc2ccccc2c1=O)c1cccnc1
1%	/	0%	COc1ccc(NC(=O)c2cccc3cccnc23)cc1S(N)(=O)=O
-3%	6%	1%	COc1ccc(/C=C2\CCc3ccccc3C2=O)cc1O
-3%	1%	/	N#Cc1nc(-c2ccc(OCc3ccccc3Cl)cc2)oc1N1CCC(C(N)=O)CC1
-4%	9%	4%	CCN(CC)C1=C(Cl)C(=O)C(Cl)C12OCCO2 (configuration not stated)
-5%	0%	1%	CC(CCc1ccccc1)NC(=S)NC1CCCCC1 (configuration not stated)
-3%	-6%	-1%	COC(=O)c1ccc(CN(C)S(=O)(=O)c2cccs2)cc1
-2%	7%	-16%	Cc1cc(C)nc(SCc2ccc(C(=O)N/N=C/C3CCCCC3)cc2)n1
6%	4%	-9%	O=C(NCC1CCCO1)c1ccc2c(=O)n(-c3ccc(F)cc3)c(=S)[nH]c2c1 (configuration not stated)
-2%	6%	6%	O=C(c1ccc(COCC(F)(F)F)cc1)N1CCN(c2ccccn2)CC1
0%	2%	3%	CCC1(C)CC(CC(=O)O)(c2ccccc2OC)CCO1 (configuration not stated)

An excerpt from above, showing only N370S GC and TDP1 block:
| SMILES | N370S GC | TDP1 block |
| --- | --- | --- |
| CCOC(=O)N1CCC(NC(=O)CCC(=O)N2CCOc3ccc(C)cc32)CC1 | 15% | -7% |
| O=C(c1ccc(F)cc1)N1CCN(c2cc(N3CCCCC3)c(F)cc2[N+](=O)[O-])CC1 | 7% | 9% |
| CCN1C(=O)C(CC(=O)Nc2ccc(F)cc2)N(CCCN2CCN(c3ccc(F)cc3)CC2)C1=S (configuration not stated) | -13% | 7% |
| O=C(Oc1c(-c2ccco2)oc2ccccc2c1=O)c1cccnc1 | -1% | 8% |
| COc1ccc(NC(=O)c2cccc3cccnc23)cc1S(N)(=O)=O | 0% | / |
| COc1ccc(/C=C2\CCc3ccccc3C2=O)cc1O | 1% | 6% |
| N#Cc1nc(-c2ccc(OCc3ccccc3Cl)cc2)oc1N1CCC(C(N)=O)CC1 | / | 1% |

The main list resumes, starting 2 compounds before the break.
FEN1 inh	TDP1 block	N370S GC	canonical_smiles
-2%	6%	6%	O=C(c1ccc(COCC(F)(F)F)cc1)N1CCN(c2ccccn2)CC1
0%	2%	3%	CCC1(C)CC(CC(=O)O)(c2ccccc2OC)CCO1 (configuration not stated)
-11%	/	-13%	COC(=O)c1ccncc1C(=O)Nc1ccc(Oc2ncc(C(F)(F)F)cc2Cl)cc1
?	11%	-10%	O=[N+]([O-])c1cc(F)c2cccnc2c1O
-1%	0%	-21%	O=C(c1cc(COc2c(F)cccc2F)on1)N1CCC(c2ccccc2F)C1 (configuration not stated)
-20%	1%	/	O=C(COc1ccccc1Cl)Nc1cccc(S(=O)(=O)N2CCCC2)c1
-1%	-1%	1%	O=C1NC(c2ccc(Cl)cc2)Nc2ccccc21 (configuration not stated)
-5%	-9%	27%	CC(Oc1ccc(F)cc1)C(=O)Nc1ccccc1N1CCCCC1 (configuration not stated)
2%	4%	/	Cn1nccc1C(=O)NCc1ccc2c(c1)CCN2C(=O)c1ccccc1
1%	3%	-2%	CC(C)(C)c1ccc(C(=O)N2CCN(C(=O)C3CCCCC3)CC2)cc1
10%	2%	/	O=C(Nc1cccc(S(=O)(=O)NC2=NCCC2)c1)c1cn(-c2ccccc2)nc1-c1ccc(F)cc1
-10%	3%	-6%	COCc1ccc(C(=O)NC(C)c2cnn(-c3ccccc3C)c2C)o1 (configuration not stated)
-1%	/	2%	COc1cc(C)c(S(=O)(=O)NCc2cccnc2)cc1C
2%	3%	7%	Cc1ccc(-c2nc(N3CCOCC3)sc2C(=O)N2CCOCC2)cc1
-2%	2%[56.1 µM]	-2%	Cc1ccccc1NC(=O)Nc1ccc2c(c1)OCO2
-14%	/	-12%	CCCC(=O)N(Cc1cc(=O)[nH]c2ccccc12)c1ccc(C)cc1C
0%	6%	8%	CC(NC(=O)C(NC(=O)C1CCCN1C(=O)OC(C)(C)C)C(C)C)C(N)=O (configuration not stated)
-9%	3%	0%	O=C(COC(=O)c1ccc(Cl)nc1)Nc1ccc(S(=O)(=O)N2CCCC2)cc1
4%	/	-12%	CCN(CC)C(=O)c1ccccc1NS(=O)(=O)c1ccc(OC)c(C(=O)N2CCOCC2)c1
/	1%	-1%	O=C(NCCCN1CCOCC1)c1ccc(Br)cc1Br
-21%	6%	-13%	Cc1cc(O)c(-c2cc(C(=O)Nc3ccc(S(=O)(=O)N4CCOCC4)cc3)[nH]n2)cc1C
16%	/	1%	COc1ccc(S(=O)(=O)Nc2ccc(C)cn2)cc1
-7%	/	-1%	CCOc1ccccc1-c1cc(C(=O)Nc2ccc(C(=O)O)cc2)c2ccccc2n1
1%	7%	-1%	Cc1cc(C(F)(F)F)nn1Cc1ccc(C(=O)NCc2ccco2)o1
-3%	/	?	Cc1c(CCO)c(=O)n2c([nH]c3ccccc32)c1C#N
6%	-2%	7%	O=c1c2ccccc2c(-c2ccccc2)nn1Cc1ccc(Cl)cc1
-10%	11%	-1%	COC(=O)c1ccccc1NC(=O)COC(=O)c1ccccc1N=Nc1ccc(N(C)C)cc1
-7%	10%	14%	Cc1ccc(-n2ncc3c(N4CCN(c5ccccc5)CC4)ncnc32)c(C)c1
6%	5%	2%	CSc1ccccc1C(=O)Nc1ncn[nH]1
20%	-1%	/	Cc1cc(N2CCC(C(=O)Nc3ccc(F)cc3F)CC2)n2nc(C)c(-c3ccc(Cl)cc3)c2n1
17%	6%	0%	Cc1ccc(-c2ccc(=O)[nH]n2)cc1
4%	4%	-24%	CC(C)N(C)C1CCN(C(=O)Nc2ccc(Cl)cc2)CC1
25%	/	0%	COC(=O)[C@]12C(=O)C(C)=C(O)[C@@]1(C)C(C)=CC1[C@@]34CC[C@@H](OC(C)=O)C(C)(C)C3C(C[C@]12C)OC4=O (some centres not stated)
/	3%	-4%	CC(C)C[C@@H](CC(=O)N[C@@H](CCC(=O)O)CC(=O)O)NC(=O)[C@@H]1CCCC[C@H]1NC(=O)C[C@H](CCCN)NC(=O)C[C@H](CO)NC(=O)[C@@H]1CNCC[C@H]1N
-11%	2%	-8%	Cc1ccc(C)c(SCC(=O)NC2CCS(=O)(=O)C2)c1 (configuration not stated)
-2%	0%	6%	O=C(Nc1ccccc1)c1ccccc1NS(=O)(=O)c1ccc(Cl)s1
-16%	1%	-2%	Cn1nc(-c2ccc(Cl)cc2)c2cc(C(=O)N3CCN(c4ccccc4)CC3)sc21
4%	/	0%	COc1cccc(C(=O)NCCS(=O)(=O)NCc2ccc3c(c2)OCO3)c1
-15%	2%	-10%	CCOC(=O)Cc1csc(NC(=O)c2ccc3ncsc3c2)n1
-4%	9%	-12%	COc1ccc(C(C(=O)NC(C)(C)C)N(C(=O)CCC(=O)Nc2cc(C)on2)c2cc(C)cc(C)c2)cc1 (configuration not stated)
-1%	-8%	?	CCOC(=O)C1CCC/C1=N\NC(=O)CN(c1cc(OC)ccc1OC)S(=O)(=O)c1ccccc1 (configuration not stated)
-1%	2%	-6%	O=C(CSc1nnc(-c2cccnc2)n1Cc1ccco1)c1ccccc1
-10%	6%	-19%	CN1CCN(CCCNC(=O)c2ccc(CSCc3cccc(Cl)c3)o2)CC1
-3%	/	-12%	COc1cc2c(C(=O)Nc3ccccc3F)cn(C)c(=O)c2cc1OC
8%	/	-12%	CN=C(Nc1cccnc1)c1cccc(C(F)(F)F)c1
-9%	3%	0%	Cc1[nH]c2ccccc2c1C(=O)COC(=O)C(C)C
4%	-8%[0.505 µM]	-3%	COCCn1c(Cc2ccccc2)nnc1SCC(=O)Nc1oc(C)c2c(C)n[nH]c(=O)c12

By substructure, those above with a CF3 group
FEN1 inh	TDP1 block	N370S GC	canonical_smiles
-2%	6%	6%	O=C(c1ccc(COCC(F)(F)F)cc1)N1CCN(c2ccccn2)CC1
-11%	/	-13%	COC(=O)c1ccncc1C(=O)Nc1ccc(Oc2ncc(C(F)(F)F)cc2Cl)cc1
1%	7%	-1%	Cc1cc(C(F)(F)F)nn1Cc1ccc(C(=O)NCc2ccco2)o1
8%	/	-12%	CN=C(Nc1cccnc1)c1cccc(C(F)(F)F)c1

The list goes on.
FEN1 inh	TDP1 block	N370S GC	canonical_smiles
-5%	1%	/	CCN(CC)S(=O)(=O)c1ccc(S(=O)(=O)N2CCCC2C(=O)O)cc1 (configuration not stated)
3%	2%	5%	COc1ccc(-c2nn(C)c(=O)c3ccccc23)cc1CNC(=O)c1ccco1
7%	/	-16%	Cn1c(C(=O)N[C@@H](Cc2ccccc2)C(=O)NCCC(=O)O)cc2cc(Cl)ccc21
-17%	-4%	23%	Cc1ccc(C)c(-c2cc(C(=O)NCc3cccs3)c3ccccc3n2)c1
2%	/	-4%	Cc1cccc(N2C(=O)N3[C@@H]4c5ccccc5OC[C@@H]4[C@@H](c4ccccc4)[C@@]3(C)C2=O)c1
-16%	7%	/	C[C@H](CO)N1C[C@H](C)[C@@H](CN(C)Cc2ccc(Cl)c(Cl)c2)Oc2c(NC(=O)c3ccncc3)cccc2C1=O
-11%	-8%	5%	C=C(C)C(=O)Nc1cccc(C2=NOC3(C2)C[C@H](C(N)=O)N(C(=O)CC#N)C3)c1 (some centres not stated)
-1%	0%	5%	CCCc1nc(Nc2nc3ccccc3o2)nc(C)c1C(=O)OCC
1%	-3%	/	CCOC(=O)c1c(C)oc2nc(C)nc(NCc3ccc(F)cc3)c12
1%	3%	1%	Cc1cccc(N2CC(c3nc4ccccc4[nH]3)CC2=O)c1 (configuration not stated)
-23%	/	-16%	Cc1sc2nc3ccc(N4CCCC4)nn3c(=O)c2c1C
4%	0%	3%	Cc1cccc(C)c1NC(=O)COC(=O)Cc1ccsc1
20%	2%	-6%	COc1ccc(NC2CCCN(C(=O)CCCn3cncn3)C2)cc1OC (configuration not stated)
0%	/	7%	CSc1ccccc1NC(=O)CN1c2ccccc2CC1C (configuration not stated)
/	7%[56.1 µM]	3%	COC1C(O)CC(=O)OC(C)C/C=C/C=C/[C@@H](OC2CCC(N(C)C)C(C)O2)C(C)C[C@@H](CC=O)[C@@H]1O[C@H]1OC(C)[C@H](O[C@@H]2C[C@@](C)(O)C(O)C(C)O2)C(N(C)C)C1O (some centres not stated)
/	4%	-1%	CCCCC[C@H](O)/C=C/C=C/C=C/[C@@H](O)C/C=C\CCCC(=O)O
-7%	1%	/	C[C@H](CO)N1C[C@H](C)[C@@H](CN(C)S(=O)(=O)c2ccccc2)Oc2ccc(NS(=O)(=O)c3cccs3)cc2C1=O
1%	0%	-9%	COCCNC(=O)CN1CCC(NC(=O)c2ccco2)CC1
-3%	5%	-4%	COc1ccc(NC(=O)CCNS(=O)(=O)c2cc(Br)cnc2N)c(OC)c1
-3%	2%	3%	CCOc1ccccc1-c1nc(CN2CCN(C(=O)c3ccco3)CC2)c(C)o1
4%	/	-5%	Cc1ccc(C(C(=O)NC2CCCC2)N(Cc2ccc3c(c2)OCO3)C(=O)c2snc(C(N)=O)c2N)cc1 (configuration not stated)
-4%	3%	/	Cc1ccc(C)c(N2CCN(C(=O)Cc3c(C(=O)O)c(C)cn3C)CC2)c1
-8%	-3%	-7%	COc1ccc(CCNc2ccc(N3C(=O)CC(C)C3=O)cc2[N+](=O)[O-])cc1 (configuration not stated)
-17%	4%	1%	Cc1ccc(CCNC(=O)C2CCCN(S(=O)(=O)c3c(C)noc3/C=C/N(C)C)C2)cc1 (configuration not stated)
-4%	-1%	4%	O=C1c2ccccc2CCC12N=NCC2c1ccccc1 (configuration not stated)
4%	-12%	6%	c1ccc(SSc2ccccc2)cc1
16%	0%	3%	O=C(CSc1nnc2scc(-c3ccccc3)n12)c1ccc2c(c1)OCCO2
-13%	/	-3%	Cc1cc2cc(CCNC(=O)CCc3ccccc3)c(=O)[nH]c2cc1C
3%	4%	3%	CCOc1cc2[nH]c(=S)n(CCc3ccc(OC)c(OC)c3)c(=O)c2cc1OCC
/	7%[56.1 µM]	7%[21.6 µM]	CN(N=O)C(=O)N[C@H]1[C@@H](O)[C@H](O)[C@H](CO)O[C@@H]1O

High-throughput results from PubChem.
